PNC assembly inh: blocks assembly of the perinucleolar compartment; hit rate 3.1% among 140,000; PC3M PTB-GFP, PNC prevalence imaging, 16 h; hits give low values; activity change (PNC), negative = inhibition, % at 10 µM; AID 2417;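 active = readout at or below -70, meaning at least 70% loss of cells showing the perinucleolar compartment, a nuclear body marking cancer cells; inconclusive = readout between -30 and a set limit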;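 also: plate controls were DMSO wells for no effect and camptothecin positive control wells for full effect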
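Read-out is percentage of cells bearing a perinucleolar compartment, from automated 20x imaging of fixed, Hoechst-stained PC3M PTB-GFP cells. Cells were seeded 4 h, then exposed 16 h to compound (23 nl of library stock) in duplicate plates.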
IMPase inh: membrane-permeable compound that blocks inositol monophosphatase | P97697 | CHO-M1 cells, IP1 accumulation, HTRF TR-FRET ratio | inhibition (IP1 accumulation), % at 46.1 µM | 120,000 tested, under 10 active | AID 901; active = well fitted curve in the direction sought with a large enough effect in the signal ratio, not every such curve was filed as active; inconclusive = small, poorly fitted or top-dose-only effect, or a change in a side signal; inactive = no such curve, though single readings can be large or run the other way; the % refers to the signal ratio;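 also: cells stimulated with carbachol in lithium chloride buffer; plate controls were DMSO basal wells for no effect and reference inhibitor wells for full effect; higher means more IMPase inhibition seen as more IP1 and lower FRET ratio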
Target sequence (P97697 whole entry, looked up): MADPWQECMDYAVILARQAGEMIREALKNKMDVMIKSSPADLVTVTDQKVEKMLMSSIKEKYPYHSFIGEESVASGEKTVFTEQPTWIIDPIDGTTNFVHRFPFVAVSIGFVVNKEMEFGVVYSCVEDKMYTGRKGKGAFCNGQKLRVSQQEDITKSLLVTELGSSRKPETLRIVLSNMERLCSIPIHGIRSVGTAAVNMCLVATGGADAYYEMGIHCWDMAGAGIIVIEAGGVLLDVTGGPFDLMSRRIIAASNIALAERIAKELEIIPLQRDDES
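Carbachol-driven Gq signalling in CHO-M1 cells (2000/well) generates IP1. Compounds that block IMPase raise IP1 and so reduce the FRET signal from Eu-anti-IP1 and d2-IP1 after a 10 min room-temperature lysis.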
12-hLO inh: blocks human 12-lipoxygenase activity | P18054 | purified 12-hLO, xylenol orange hydroperoxide absorbance | Potency, µM (titrated, usually from 57.1 µM), inactives show top-dose activity change, negative = inhibition, hits mostly inhibitors | hit rate 0.12% among 150,000; also: potency is read from the fitted curve at half-maximal effect; nearly all actives have a fitted effect of over 55% in size; many of its hits are not listed in these tables
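150 nM 12hLO, 25 mM Hepes pH 7.0 + 0.01% Triton X-100; cpd preinc 15 min RT; 40 uM arachidonic acid, 30 min RT; Fe-XO 30 min; A573/A405 ratio as read-out.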
ALOX15B inhib: 15-hLO-2 (ALOX15B) enzyme inhibition; purified 15hLO-2, xylenol orange hydroperoxide absorbance; Potency, µM (top dose mostly 57.1 µM), inactives show at the top dose activity change, negative = inhibition, actives largely listed as inhibitors; AID 881; O15296; hit rate 0.56% among 110,000; also: potency is read from the fitted curve at half-maximal effect; nearly all actives have a fitted effect of over 60% in size; many of its hits are not listed in these tables
Target sequence (O15296 whole entry, looked up): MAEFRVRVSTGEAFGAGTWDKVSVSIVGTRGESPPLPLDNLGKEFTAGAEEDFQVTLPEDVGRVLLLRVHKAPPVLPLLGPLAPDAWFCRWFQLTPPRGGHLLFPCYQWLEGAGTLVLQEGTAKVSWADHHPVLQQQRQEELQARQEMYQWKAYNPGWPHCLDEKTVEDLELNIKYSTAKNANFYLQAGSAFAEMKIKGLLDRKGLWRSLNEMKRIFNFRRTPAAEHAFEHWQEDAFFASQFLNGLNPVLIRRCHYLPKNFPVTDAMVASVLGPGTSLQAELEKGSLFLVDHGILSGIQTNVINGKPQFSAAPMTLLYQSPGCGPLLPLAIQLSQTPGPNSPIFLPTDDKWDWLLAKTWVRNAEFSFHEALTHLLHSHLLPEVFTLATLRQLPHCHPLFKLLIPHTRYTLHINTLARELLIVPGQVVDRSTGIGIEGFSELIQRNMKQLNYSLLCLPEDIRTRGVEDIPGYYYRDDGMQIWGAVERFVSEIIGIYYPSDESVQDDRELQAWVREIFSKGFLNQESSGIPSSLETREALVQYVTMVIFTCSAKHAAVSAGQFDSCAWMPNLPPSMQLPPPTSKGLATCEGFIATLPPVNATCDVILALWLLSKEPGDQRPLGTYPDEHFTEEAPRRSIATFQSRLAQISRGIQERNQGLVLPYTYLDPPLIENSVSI
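Screening format was qHTS against 50 nM purified 15hLO-2 in Hepes pH 7.5 with detergent. Activity follows hydroperoxide formation from 45 uM arachidonic acid, measured as 573:405 nm absorbance ratio of the ferric-xylenol orange complex.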
The depositor's hits bear a star; ? = inconclusive; . = not tested or not shown; [ ] = dose if it differs, or a comment. Unless noted, calls follow the shape of the dose curve; as a rule, active = well fitted curve in the direction sought with a large enough effect; inconclusive = small, poorly fitted or top-dose-only effect, or another doubt; inactive = no such curve, though single readings can be large; an effect the other way counts as inactive or inconclusive. Unless noted, % is scaled to controls: 0 for no effect and ±100 for the full control effect. An excerpt; count on the stated rates, not on these rows.

molecule	PNC assembly inh	IMPase inh	12-hLO inh	ALOX15B inhib
CCCOc1ccccc1C1CC(=O)NC2=C1C(=O)CCC2 (stereo not drawn)	-27	?	-5%	-7%
COc1ccc(OC)c(C(=O)c2nc3c(n2O)CCCCC3)c1	?	-3	-8%	-8%
CC1CCCCC1NC(=O)c1ccc(CSc2nc3ccncc3[nH]2)cc1 (stereo not drawn)	27	.	2%	.
O=C(NCCCN1CCCC1)Nc1cccc2ccccc12	?	-2	2%	13%
CCOc1ccc(-n2cnnn2)cc1S(=O)(=O)Nc1c(C)cccc1C	?	-9	0%	-2%
Cc1c(C(=O)NCc2ccccn2)sc2nc(-c3ccccc3)cn12	-8	-2	-2%	6%
CC(Oc1ccc(Cl)cc1Cl)C(=O)NCCCCc1ccccc1 (stereo not drawn)	?	.	-4%	.
O=c1c2c(n3nnnc3n1-c1ccccc1)-c1ccccc1CC21CCCC1	5	2	-2%	0%
O=C1CC(=C(c2ccccc2)c2ccccc2)C(=O)N1CCN1CCN(c2cccc(Cl)c2)CC1	?	8	-4%	29%
Cn1c(=O)oc2cc(C(=O)c3ccccc3)ccc21	?	9	-2%	-6%
CCOC(=O)c1c(C)[nH]c(C(=O)/C(C#N)=C/c2ccc(OCC)cc2)c1C	?	.	-4%	.
O=C(O)c1cccc(NC(=O)C2CCCO2)c1 (stereo not drawn)	?	-3	6%	-3%

Molecules above with sulfur (3):
molecule	PNC assembly inh	IMPase inh	12-hLO inh	ALOX15B inhib
CC1CCCCC1NC(=O)c1ccc(CSc2nc3ccncc3[nH]2)cc1 (stereo not drawn)	27	.	2%	.
CCOc1ccc(-n2cnnn2)cc1S(=O)(=O)Nc1c(C)cccc1C	?	-9	0%	-2%
Cc1c(C(=O)NCc2ccccn2)sc2nc(-c3ccccc3)cn12	-8	-2	-2%	6%

Further structures
molecule	PNC assembly inh	IMPase inh	12-hLO inh	ALOX15B inhib
CN=C1c2cc3c(Br)c(OC)ccc3n2CCN1C	-29	-19	5%	12%
Cc1ccc2c(c1)N(CC(=O)OC(CC(C)C)C(=O)NC1CCCC1)C(=O)CO2 (stereo not drawn)	10	4	4%	-9%
O=S(=O)(NCC(O)COCc1ccco1)c1cccs1 (stereo not drawn)	?	3	-6%	-16%
Cc1cc(=O)[nH]c(SCC(=O)N2CCN(C(c3ccccc3)c3ccccc3)CC2)n1	?	9	-8%	-3%
COc1cccc(/C(O)=C2/C(=O)C(=O)N(CCN(C)C)C2c2ccc(Br)cc2)c1 (stereo not drawn)	-28	-10	1%	-1%
COc1ccc(OC)c(S(=O)(=O)Nc2ccccc2SC)c1	?	0	1%	.
CC(=O)O[C@@H]1[C@@]2(C)O[C@H]2CC[C@]23O[C@H]2[C@H](OC3=O)C2=C(C)C(=O)O[C@@]21O	46	.	-2%	.
O=C(COc1ccc(Cl)cc1)Nc1cnn(Cc2c(Cl)cccc2Cl)c1	10	8	-8%	14%
Cc1cc(NC(=O)CCC(=O)N(Cc2ccco2)C(C)(C)C(=O)NC2CCCCC2)no1	-10	?	-2%	.
CC(C)(C)c1ccc(Cn2nnc3c(=O)[nH]c(C4CCN(C(=O)Cc5cccs5)CC4)nc32)cc1	24	-7	-18%	?
COc1ccc(C(=O)Nc2ccccc2N2CCN(C(=O)C(C)C)CC2)cc1Cl	?	.	-7%	.
CC1(C)C(=O)OC(c2cccn2-c2ccc([N+](=O)[O-])cc2)C(C)(C)C1=O (stereo not drawn)	19	1	-2%	.
Cc1ccc(C(=O)Nc2sc(C)c(C)c2C(=O)c2ccccc2)cc1	-28	3	1%	.
CCn1c(SCc2nc3ccccc3[nH]2)nnc1-c1cnccn1	?	-7	-5%	4%
Cc1ccc(CNC(=O)c2ccc3c(=O)n(CC4CCCO4)c(=S)[nH]c3c2)cc1 (stereo not drawn)	12	-6	-3%	-11%
CCOc1ccc(NS(=O)(=O)c2ccc(NC(C)=O)c(OC)c2)cc1	30	5	7%	-3%
N#CC1=C(N)OC2=C(C(=O)CC(c3ccco3)C2)C1c1ccc(OCc2c(F)cccc2Cl)cc1 (stereo not drawn)	76	6	-8%	-29%
COc1ccc(OC)c(S(=O)(=O)N2CCC(C(=O)NCc3ccccc3)CC2)c1	2	1	0%	7%
C1CCN(c2nc3nonc3nc2N2CCCC2)C1	2	5	2%	2%
CC1CCCCC1NC(=O)CCS(=O)(=O)c1cccc2nonc12 (stereo not drawn)	39	21	-3%	8%
Cc1ccc(Cn2c(CN3CC(C)OC(C)C3)nc3c2c(=O)n(C)c(=O)n3C)cc1 (stereo not drawn)	34	-6	-2%	-3%
CC[C@H](C)[C@@H]1NC(=O)c2cc([N+](=O)[O-])cc(I)c2NCC[C@@H](C(N)=O)NC(=O)[C@H](CCCN=C(N)N)NC1=O	6	.	-3%	.
Cc1cc(C)c2c(=O)[nH]n(C(C)C)c2n1	?	6	4%	2%
Cn1c(Sc2ccc(Cl)cc2)c(C=O)c2ccccc21	6	-11	-5%	0%
CCCS(=O)(=O)N1CCN(C(=O)CCC2CCCC2)CC1	?	0	-3%	9%
COc1ccc(C(=O)Nc2ccccc2C(=O)NCCN2CCOCC2)cc1	?	-2	-5%	4%[2.29 µM]
CCS(=O)(=O)c1ccc(O)c(NC(=O)COc2ccccc2)c1	-8	1	0%	-1%
Cc1cc(C)n(CCc2nc(-c3cccs3)cs2)n1	-8	?	5%	.
CCC1(C(=O)O)NC(c2cccc(OC)c2O)C2C(=O)N(c3ccccc3)C(=O)C21 (stereo not drawn)	26	0	2%	.
COC(=O)Cn1c(CN2CCc3ccccc3C2)nc2c1c(=O)n(C)c(=O)n2C	?	4	-3%	-4%
NC(N)=N/N=C(/c1ccccc1)c1ccc(O)cc1O	.	.	2%[11.4 µM]	2%[11.4 µM]
OC(COc1ccc(C2C=CCC2)cc1)CN1CCCCC1 (stereo not drawn)	?	4	4%	5%
COC(=O)C1CCN(C(=O)c2cc3ccccc3oc2=O)CC1	-24	6	4%	-3%
N/C(=N\c1nc(CSc2ccc(Cl)cc2)cc(=O)[nH]1)Nc1cccc2ccccc12	-20	2	7%	4%
COC(=O)CSc1nc2ncccc2[nH]1	-15	-2	1%	-5%
CC1(C)OC(=O)C(=CNc2ccc(F)cc2)C(=O)O1	12	9	2%	-1%
Cc1ccc(C(=O)NC(NC(=S)Nc2ccc(S(N)(=O)=O)cc2)C(Cl)(Cl)Cl)cc1 (stereo not drawn)	-14	.	-19%	.
CC(NC(=O)C1C(=O)N(CCO)C2(C)CC1c1ccccc1O2)c1ccccc1 (stereo not drawn)	62	-2	1%	4%
CC(=O)Nc1ccc(S(=O)(=O)N2CCC(NC(=O)c3ccco3)CC2)cc1	14	-4	1%	1%
O=C(COc1ccc2ccc(=O)oc2c1)Nc1ccc2c(c1)OCCO2	-28	4	-2%	-3%
Cc1ccc(-c2cccc(OC(=O)c3ccccc3F)c2)cc1	?	-7	2%	4%
COc1ccc(/C=C/C(=O)c2cc(F)ccc2OC(=O)c2ccccc2C)cc1OC	-88*	.	2%	.
COc1ccc(S(=O)(=O)Nc2ccccn2)cc1OC	33	-4[1.84 µM]	1%	-14%[11.4 µM]
CCOC(=O)CNC(=O)CSc1nnc(-c2cccc(OC)c2)n1CC	30	0	-2%	-3%
Cc1ccc(-c2nnc(/C=C/c3ccccc3)o2)cc1	16	.	-4%	.
O=C1CCN(C(=O)Nc2ccccc2Cl)N1	24	2	1%	-27%
O=C(O)c1ccc2c(c1)C(=O)N(NC(=O)c1ccc(O)cc1)C2=O	?	.	1%	.
c1ccc(CSc2nnnn2-c2ccc3c(c2)OCCO3)nc1	37	2	-3%	-4%
O=C(Cn1ccc2ccccc2c1=O)N1CCN(c2cccc(Cl)c2)CC1	-18	-10	2%	-10%
CC(O)c1cc2c(cc1NC(=O)c1cnn3c1NC(c1ccco1)CC3C(F)(F)F)OCO2 (stereo not drawn)	-7	17	-14%	7%
COC(=O)c1sccc1NC(=O)/C=C/c1c(Cl)cccc1Cl	?	5	-3%	-5%
C=CCN1C(c2ccc(OCC)cc2)=CS/C1=C(\C#N)c1nnc2n1CCCCC2	?	0	3%	5%
O=C(NC1CCCCC1)c1ccccc1NC(=S)NC(=O)C1CC1	-6	.	0%	.
COc1ccccc1N1CCN(S(=O)(=O)c2ccc3c4c(cccc24)C(=O)N3)CC1	15	9	-7%	-8%
CCO/N=C(/C)c1c(O)cc(-c2ccccc2)n(-c2ccccc2)c1=O	37	.	2%	.
Clc1ccc(-c2n[nH]c3c2CCC3)cc1Cl	9	6	-30%	62%[activator]
O=C(Nc1ccc(-c2nc3ccccc3o2)cc1)c1ccc(N2CCOCC2)c([N+](=O)[O-])c1	1	16	-2%	-7%
CC(C)CCSc1nnc(Cn2c(=O)sc3ccccc32)n1C	?	-5	0%	.
Cn1c(C(=O)N2CCN(C3CCCCC3)CC2)cc2c(=O)n(C)c3ccccc3c21	-8	9	2%	8%
Cc1cc(N2CCN(c3cccc(C(F)(F)F)c3)CC2)n2nc(C)nc2n1	1	15	-2%	10%

Fetched by structure from above (6):
molecule	PNC assembly inh	IMPase inh	12-hLO inh	ALOX15B inhib
O=C(NC1CCCCC1)c1ccccc1NC(=S)NC(=O)C1CC1	-6	.	0%	.
O=C(Nc1ccc(-c2nc3ccccc3o2)cc1)c1ccc(N2CCOCC2)c([N+](=O)[O-])c1	1	16	-2%	-7%
COc1ccccc1N1CCN(S(=O)(=O)c2ccc3c4c(cccc24)C(=O)N3)CC1	15	9	-7%	-8%
C=CCN1C(c2ccc(OCC)cc2)=CS/C1=C(\C#N)c1nnc2n1CCCCC2	?	0	3%	5%
Clc1ccc(-c2n[nH]c3c2CCC3)cc1Cl	9	6	-30%	62%[activator]
O=C(Cn1ccc2ccccc2c1=O)N1CCN(c2cccc(Cl)c2)CC1	-18	-10	2%	-10%

Later entries
molecule	PNC assembly inh	IMPase inh	12-hLO inh	ALOX15B inhib
Cc1ccc(NC(=O)C(OC(=O)c2ccc(O)cc2)c2ccccc2)cc1Cl (stereo not drawn)	?	.	1%	.
CNc1nnc(-c2cc3ccccc3oc2=O)s1	3	-6	-3%	-4%
COc1ccc(-c2nnc(CSc3nc4ccccc4c(=O)n3CC(C)C)o2)cc1OC	0	11	-5%	1%
O=C(O)CN1C(=O)SC(Nc2ccccc2)C1=O (stereo not drawn)	7	.	-7%	.
O=C1CC(c2ccccc2)CC(O)=C1C=NCCN1CCOCC1 (stereo not drawn)	14	-3	-6%	-3%
CC(C)c1ccccc1NC(=O)c1cnccn1	6	14	3%	-13%
Cc1ccc2cccc(NC(=O)C(F)(F)F)c2n1	19	4	-1%	8%
c1ccc2c(c1)CCC[C@H]2C1=NCCN1	.	0	-4%	2%
O=S(=O)(Nc1nc2ccccc2nc1NCc1ccco1)c1ccc(Cl)cc1	-3	4	-3%	-10%
CCOC(=O)N1CCC2(O)CCCCC2C1c1ccc(F)cc1 (stereo not drawn)	-6	6	-3%	1%
CC1CC(C)CN(CCOc2cccc(Cl)c2Cl)C1 (stereo not drawn)	?	.	0%	.
